# TRPM1 prom inh = inhibitors of MITF-driven TRPM1 promoter in melanoma cells; SK-MEL-5 TRPM1 promoter luciferase, 24 h; AID 488899; inhibition, % at 12.5 µM; actives 0.83% (n = 330,000);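 active = mean inhibition across replicates of 60% or more, whatever share of single replicates reaches that level; inconclusive = some that reach 60%, reason not given; inactive = mean inhibition across replicates below 60%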; note: values of inactives mirror those of a sister screen read the other way
# PDI turbidity = PDI (human) enzyme inhibition; actives 0.052% (n = 350,000); inhibition, % at 10 µM; AID 588391; P07237; PDI insulin aggregation turbidity, A650, 90 min;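 active = mean inhibition across replicates of 30% or more, whatever share of single replicates reach that level; inconclusive = mean inhibition below 30% while every single replicate reaches 30%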;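 note: absorbance from insulin aggregation driven by PDI reduction with DTT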
# Target sequence (P07237 whole entry, looked up): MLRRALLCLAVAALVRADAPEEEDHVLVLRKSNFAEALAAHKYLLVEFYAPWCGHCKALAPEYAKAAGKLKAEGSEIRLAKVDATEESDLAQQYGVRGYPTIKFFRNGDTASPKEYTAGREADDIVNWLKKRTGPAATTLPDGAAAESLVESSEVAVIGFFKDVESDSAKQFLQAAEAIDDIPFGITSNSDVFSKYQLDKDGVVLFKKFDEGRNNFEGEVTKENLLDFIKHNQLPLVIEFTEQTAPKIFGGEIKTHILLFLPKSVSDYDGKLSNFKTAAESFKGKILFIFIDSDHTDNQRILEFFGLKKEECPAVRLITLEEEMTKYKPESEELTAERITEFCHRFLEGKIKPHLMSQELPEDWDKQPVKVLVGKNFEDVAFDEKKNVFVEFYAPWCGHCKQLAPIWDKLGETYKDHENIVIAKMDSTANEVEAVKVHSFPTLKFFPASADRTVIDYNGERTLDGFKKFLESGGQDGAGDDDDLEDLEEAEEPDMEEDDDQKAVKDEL
# Vif inh = HIV Vif inhibition. HEK293T cells, Vif self-association by quenched fluorescence, imaging, 24 h. inhibition, % at 7.49 µM. actives 0.35% (n = 340,000); in the data active = inhibition above about 50%, passing the limit was not always enough; inconclusive = no clear call, values can overlap the other calls; inactive = below about 31%; note: some results filed as inactive read as strong as hits
# NR2E3 ag-1 = NR2E3 (human) agonism; Q9Y5X4; GST-NR2E3/biotin-RetCOR TR-FRET, 1536-well; inhibition of corepressor binding, % at 4.78 µM; actives 0.12% (n = 320,000); AID 2300;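 active = percent inhibition above the cutoff of mean plus 3 SD of all tested compounds, set per screening campaign, cut at about 20% in these data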;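 note: 0% = DMSO wells and 100% = biotin wells as full block of FRET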
# Target sequence (Q9Y5X4 whole entry, looked up): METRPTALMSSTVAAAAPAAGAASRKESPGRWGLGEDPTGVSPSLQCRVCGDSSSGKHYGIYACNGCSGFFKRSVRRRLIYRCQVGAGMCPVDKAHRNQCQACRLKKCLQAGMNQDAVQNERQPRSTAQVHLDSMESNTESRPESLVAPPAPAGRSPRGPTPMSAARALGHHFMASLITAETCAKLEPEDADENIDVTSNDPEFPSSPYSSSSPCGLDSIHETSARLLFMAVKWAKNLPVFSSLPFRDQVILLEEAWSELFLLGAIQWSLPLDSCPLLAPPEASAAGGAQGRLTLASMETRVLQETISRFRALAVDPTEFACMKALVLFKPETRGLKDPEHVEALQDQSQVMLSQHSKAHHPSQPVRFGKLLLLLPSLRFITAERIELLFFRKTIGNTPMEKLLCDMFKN
#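 Test system: GST-NR2E3 and biotin-RetCOR proteins | Quantity: 1.35 nM GST-tagged NR2E3 final | Medium: Tris pH 7.5 | Also added: 7 nM biotin-RetCOR | Dosing: Compound at 4.8 µM, single dose | Timing: 5 h at 4 °C | Detection: Time-resolved FRET | Read-out basis: Percent inhibition | Benchmarks: Biotin wells as high control, 0.6% DMSO wells as low control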
# iPSC survival up = enhancers of human iPSC single-cell survival | hiPSC single-cell survival, ATPlite luminescence; 100% = ROCK inhibitor wells, 0% = DMSO | survival enhancement, % at 20 µM | actives 0.044% (n = 360,000); in the data active = survival enhancement above about 18%;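 note: cells exposed to compounds for 16 hours before the ATP read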
# aDG glyco up = increases alpha dystroglycan glycosylation; Pro5-aDG cells, alpha-DG glycosylation AlphaScreen (IIH6); 0% Pro5, 100% B10-LARGE cell signal; activation, % at 10 µM; actives 0.22% (n = 360,000);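 active = activation of at least 8% versus controls, or a plate z-score of at least 8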;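 note: Pro5 are CHO cells carrying HIG-tagged alpha-DG that lacks glycosylation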
# Granule exo inh = blocks lytic granule exocytosis | TALL-104 LAMP-1 surface exposure, flow cytometry; cells stimulated with thapsigargin and PMA | inhibition, % at 10 µM | actives 0.66% (n = 360,000);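 active = inhibition above about 55%, limit read from the data; inconclusive = no clear call, values can overlap the other calls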
# CaV13 ICDI inh = Primary screen for inhibitors of IQ motif and Ca2+-dependent inactivation inhibitor domain binding in CACNA1D, Förster resonance energy transfer in living cells, …. AID 743397. inhibition, % at 12.3 µM. HEK cells, CFP/YFP FRET ICDI-IQ, plate reader, 10 min; percent FRET-ratio fall versus neutral wells. actives 0.098% (n = 340,000);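 active = mean replicate inhibition of at least 30% and at least 1% of replicates passing that level; inconclusive = only one of the two criteria is met; inactive = neither criterion is met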;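 note: 0% = median of the neutral control wells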
# NR2E3 ag-2 = activates human NR2E3 receptor; inhibition of corepressor binding, % at 3.98 µM; actives 0.35% (n = 360,000); AID 602229; CHO-S Gal4-NCOR/VP16-NR2E3 two-hybrid, luciferase;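 active = inhibition above the mean of all tested compounds plus 3 SD, cut at about 70% in these data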;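 note: 0% = DMSO with NR2E3 transfected cells and 100% = cells lacking NR2E3 construct; higher means lower luciferase signal from less NR2E3 corepressor binding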
# Peg3 promoter = inhibitors of Peg3 promoter; HeLa PEG-Prom luciferase reporter, luminescence, overnight; inhibition, % at 20 µM; actives 1.7% (n = 360,000);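 active = inhibition of at least 50% at 20 µM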
# HIF-2a inh = HIF-2a inhibition; inhibition, % at 18.8 µM; actives 0.72% (n = 360,000); 786-0 RCC cells HIF-2a reporter, luciferase luminescence, overnight; AID 624352;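 active = inhibition of the luminescence signal of 40% or more relative to plate controls, in a single-dose primary screen at 18.75 µM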
# The depositor's hits bear a star; u = inconclusive; x = not tested or not shown. The order is random; any-hit rate near 3.5%.
SMILES,TRPM1 prom inh,PDI turbidity,Vif inh,NR2E3 ag-1,iPSC survival up,aDG glyco up,Granule exo inh,CaV13 ICDI inh,NR2E3 ag-2,Peg3 promoter,HIF-2a inh
CCN(CC)S(=O)(=O)c1ccc(OC)c(NC(=O)c2cc([N+](=O)[O-])ccc2N2CCOCC2)c1,x,-4,x,x,-1.7,-0.1,3,-6,1,25,11
CC(=O)c1cccc(NC(=O)NCc2cccnc2)c1,-8,11,16,1,1.5,-0.4,0,-7,-6,8,17
CC1CCN(C(=O)CN(c2ccccc2)S(=O)(=O)N(C)C)CC1,8,3,-11,0,-0.3,-0.1,1,-6,-3,-10,8
O=C(COC(=O)c1ccc([N+](=O)[O-])o1)Nc1nc2ccccc2s1,-1,11,-2,-3,-0.4,0.1,-4,-14,-16,-6,-35
Cc1cc(/C=N/NC(=O)C(=O)NCc2ccccn2)c(C)n1-c1ccccc1,-15,11,-1,0,-1.2,-0.3,-1,-3,-7,-68,-57
Cc1c(C(c2ccc(N(C)C)cc2)c2c(C)n(C)n(-c3ccccc3)c2=O)c(=O)n(-c2ccccc2)n1C,10,-1,-1,-4,-0.3,0.2,0,5,18,14,6
S=c1[nH]nc(-c2ccccn2)n1/N=C/c1cccs1,0,2,3,-6,0.2,0.1,-1,-2,-9,-2,6
O=C(Nc1ccc2c(c1)CCCN2C(=O)c1cccs1)c1cccc(F)c1,-36,-4,-6,-4,-0.3,0.0,0,-16,-26,-99,-150
COc1ccc(CCN2Cc3c(N)cccc3C2=O)cc1OC,9,3,4,-2,-0.6,-0.1,-10,-4,-18,14,-3
CCCCN(C)Cc1c(O)ccc2c(=O)c(-c3ccccc3OC)coc12,-3,0,-2,5,0.3,0.0,3,-2,13,-2,7
CCCc1cc(=O)[nH]c(SCC(=O)Nc2sc3c(c2C(N)=O)CCCC3)n1,10,-6,-10,x,2.5,0.2,4,-6,-7,-3,-5
Cc1ccc(CNC(=O)c2ccc(N3CCC4(CC3)CC(c3ccccc3)=NO4)c(N)c2)cc1,9,-3,u,1,1.0,0.6,0,-11,1,-3,-2
COc1ccc(S(=O)(=O)N(C)C[C@H]2Oc3c(NC(=O)Nc4c(C)noc4C)cccc3C(=O)N([C@H](C)CO)C[C@@H]2C)cc1,-19,2,4,x,0.5,-0.2,-8,-8,5,-6,0
CC(NC(=O)CSc1nc2ccccc2n1CCC#N)c1ccc(F)cc1 (configuration not stated),0,4,x,1,0.4,0.1,1,-5,-4,19,17
Cc1cc(-n2c(SCC(=O)Nc3ccc(Br)cc3)nc3n[nH]c(C)c3c2=N)ccc1Cl,14,-6,2,1,-0.4,1.0,1,-2,-27,85*,2
COc1cc(OC)cc(C(=O)N[C@H](C(=O)OCC(=O)Nc2ccc3c(c2)OCO3)C(C)C)c1,5,1,16,x,-1.4,-0.1,-1,-7,-2,1,1
Cc1ccc(S(=O)(=O)N(C)C(C)CCc2ccco2)cc1 (configuration not stated),5,-5,-2,1,-0.5,0.8,-7,-2,6,-3,9
COc1cc(/C=N/NC(=O)CNC(=O)/C=C/c2ccco2)cc(OC)c1OC,31,-10,-5,-3,0.7,0.2,-15,-5,-28,3,4
Cc1n[nH]c(=O)c2c(NC(=O)CSc3nn(-c4ccc(F)cc4)c(=S)s3)oc(C)c12,-1,0,-1,1,-0.6,-0.1,6,-2,15,-41,-2
COc1ccccc1CCC(=O)Nc1nc2ccccc2[nH]1,-76,0,14,1,-4.4,-0.5,2,-6,-94,-152,-208
CN1c2ccccc2C(=O)NC1c1ccc(Cl)cc1 (configuration not stated),7,-2,1,-1,-0.5,0.3,-2,7,-17,5,-13
COc1ccc(S(=O)(=O)N2CCCc3ccccc32)cc1OC,3,2,-3,-1,-0.6,0.1,-2,-4,-10,6,-63
Cc1ccc2nc(SCC(=O)Nc3ccc4c(c3)OCCO4)[nH]c2c1,1,4,-1,2,3.6,0.2,0,-4,1,-54,-73
O=C(Nc1nnc([C@H]2C[C@H](O)[C@@H](CO)O2)s1)NC(c1ccccc1)c1ccccc1,x,1,7,x,-0.7,0.0,-8,-7,-27,-7,7
Cc1c(NS(=O)(=O)c2cccc(C(=O)OCC(=O)c3ccc(Cl)cc3)c2)c(=O)n(-c2ccccc2)n1C,0,11,12,x,3.3,0.1,5,-1,-25,-3,9

# 11 consecutive records out of the list so far, quoted:
SMILES,TRPM1 prom inh,PDI turbidity,Vif inh,NR2E3 ag-1,iPSC survival up,aDG glyco up,Granule exo inh,CaV13 ICDI inh,NR2E3 ag-2,Peg3 promoter,HIF-2a inh
Cc1ccc(CNC(=O)c2ccc(N3CCC4(CC3)CC(c3ccccc3)=NO4)c(N)c2)cc1,9,-3,u,1,1.0,0.6,0,-11,1,-3,-2
COc1ccc(S(=O)(=O)N(C)C[C@H]2Oc3c(NC(=O)Nc4c(C)noc4C)cccc3C(=O)N([C@H](C)CO)C[C@@H]2C)cc1,-19,2,4,x,0.5,-0.2,-8,-8,5,-6,0
CC(NC(=O)CSc1nc2ccccc2n1CCC#N)c1ccc(F)cc1 (configuration not stated),0,4,x,1,0.4,0.1,1,-5,-4,19,17
Cc1cc(-n2c(SCC(=O)Nc3ccc(Br)cc3)nc3n[nH]c(C)c3c2=N)ccc1Cl,14,-6,2,1,-0.4,1.0,1,-2,-27,85*,2
COc1cc(OC)cc(C(=O)N[C@H](C(=O)OCC(=O)Nc2ccc3c(c2)OCO3)C(C)C)c1,5,1,16,x,-1.4,-0.1,-1,-7,-2,1,1
Cc1ccc(S(=O)(=O)N(C)C(C)CCc2ccco2)cc1 (configuration not stated),5,-5,-2,1,-0.5,0.8,-7,-2,6,-3,9
COc1cc(/C=N/NC(=O)CNC(=O)/C=C/c2ccco2)cc(OC)c1OC,31,-10,-5,-3,0.7,0.2,-15,-5,-28,3,4
Cc1n[nH]c(=O)c2c(NC(=O)CSc3nn(-c4ccc(F)cc4)c(=S)s3)oc(C)c12,-1,0,-1,1,-0.6,-0.1,6,-2,15,-41,-2
COc1ccccc1CCC(=O)Nc1nc2ccccc2[nH]1,-76,0,14,1,-4.4,-0.5,2,-6,-94,-152,-208
CN1c2ccccc2C(=O)NC1c1ccc(Cl)cc1 (configuration not stated),7,-2,1,-1,-0.5,0.3,-2,7,-17,5,-13
COc1ccc(S(=O)(=O)N2CCCc3ccccc32)cc1OC,3,2,-3,-1,-0.6,0.1,-2,-4,-10,6,-63

# The list goes on.
SMILES,TRPM1 prom inh,PDI turbidity,Vif inh,NR2E3 ag-1,iPSC survival up,aDG glyco up,Granule exo inh,CaV13 ICDI inh,NR2E3 ag-2,Peg3 promoter,HIF-2a inh
Cn1c(COc2ccccc2)nnc1SCCC(=O)Nc1ccccc1,5,-1,x,2,3.4,0.0,1,-6,-12,27,-2
CNC(=O)c1ccc(NC(=O)c2cc(S(=O)(=O)N(C)C)ccc2N2CCCC2)cc1,1,-9,u,0,1.1,-0.4,4,-2,5,-1,6
Cc1ccc(NC(=S)Nn2cnnc2)c(C)c1,7,-8,6,x,0.0,0.0,3,-6,11,14,14
Cc1ccc(NS(=O)(=O)c2ccc(/C=C/C(=O)O)cc2)cc1Cl,0,1,4,1,0.1,-0.1,1,-18,-10,-5,12
O=C(NC1CCCC1)NS(=O)(=O)c1ccccc1Cl,6,3,-4,4,3.8,-0.2,0,22,7,11,15
COc1ccc(C(=O)OCCN2C(=O)c3ccccc3C2=O)cc1OC,-5,2,2,x,0.8,0.0,2,-4,-6,3,1
Cn1cnc([N+](=O)[O-])c1Oc1cccc(O)c1,-8,3,-3,0,-2.1,0.5,2,-5,-2,-37,-4
COc1ccc(-c2cc([N+](=O)[O-])ccc2OCC(=O)N(C)CC(=O)Nc2ccc(C)cc2)cc1,16,5,-2,x,0.2,-0.4,-6,-6,-18,29,-6
COc1ccccc1OCC(=O)Nc1cccc(N(C)S(C)(=O)=O)c1,0,3,3,1,4.8,-0.1,-2,-8,-7,11,8
Cc1cccc(N(C(=O)c2nsc(Cl)c2Cl)C(C(=O)NC2CCCC2)c2ccc(O)cc2)c1C (configuration not stated),6,4,x,1,0.6,0.2,-3,-5,2,24,7
Cc1c(OCc2nn[nH]n2)ccc2c3c(c(=O)oc12)CCC(C)C3 (configuration not stated),-6,-2,3,-3,1.8,0.3,-3,-4,1,7,18
COc1ccc(-n2nc(C(=O)NCC(=O)N3CC(C)CC(C)C3)c3ccccc3c2=O)cc1 (configuration not stated),8,-5,5,1,0.5,0.2,4,-2,-20,11,-15
O=C1CCN(C(=O)c2ccccc2)c2ccccc21,x,16,4,x,-2.0,-0.2,3,-5,-20,-22,-8
COC(=O)c1cn(CCOc2ccc(C)cc2)c2ccccc12,2,-12,1,2,6.8,0.6,-2,-6,-9,-3,-16
Cc1ccc(NC(=O)CN(C)C(=O)c2ccc(OCc3c(C)noc3C)cc2)cc1,9,-11,-12,x,0.0,0.2,-1,-5,24,2,1
CCN1CCN(C(=O)C2(NC(=O)Nc3ccccc3Cl)CCCCC2)CC1,-4,-4,-1,1,12,0.1,1,-5,17,7,9
COc1ccc(C(=O)CSC2=C(C#N)C3(CCCCC3)C(C#N)=C(N)N2)cc1,6,-6,-9,0,-1.2,0.2,-12,-5,-3,5,-14
COc1ccc(CCNC(=O)CCCCCN2C(=O)c3ccccc3C2=O)cc1,12,-3,3,1,3.4,-0.3,0,-1,21,6,2
O=C(COc1ccc(Br)cc1)NNC(=S)NC(=O)c1ccccc1[N+](=O)[O-],18,0,-2,-1,2.4,-0.1,-1,-5,9,11,4
C=CCNc1cc(C(F)(F)F)nc(-c2ccccn2)n1,2,3,2,0,1.9,0.0,0,-6,2,-2,-6
CC(=O)N1CCN(S(=O)(=O)c2cccc(C(=O)OCC(=O)NC(=O)c3cccn3C)c2)CC1,1,-2,-11,0,-0.3,-0.1,-5,12,-27,0,29
CSCCC(NC(=O)c1cccc(S(=O)(=O)N2CCN(C(C)=O)CC2)c1)c1nc2ccccc2[nH]1 (configuration not stated),-1,4,-6,x,5.1,-0.4,-4,-2,6,-2,17
Fc1cccc(Cc2noc(CN3CCC(c4ccncc4)CC3)n2)c1,-5,2,-3,-1,1.6,2.9,-4,27,16,4,15
